CAL PDZ FP-1 – inhibitors of human CAL PDZ peptide binding | actives 0.02% (n = 330,000) | purified CAL PDZ, TMR-peptide fluorescence polarization, 1 h | inhibition, % at 20 µM | AID 504414;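 active = highest replicate inhibition of at least 40%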;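 also: plate controls were DMSO neutral control wells for no effect and unlabeled competitor peptide control wells for full effect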
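Read-out basis: mP drop reported as inhibition | Assay system: Tagged CAL PDZ protein CerCALP, purified | Benchmarks: Unlabelled peptide for full inhibition, DMSO wells as neutral | Schedule: 1 h incubation at room temperature before polarization reading | Buffer or medium: Sodium phosphate/NaCl buffer pH 7.4 with TCEP, IgG, Thesit | Doses: Single point, 20 µM | Measured by: Fluorescence polarization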
C-LANA FP – inhibitors of KSHV LANA C-terminal domain DNA binding; inhibition, % at 9 µM; actives 0.078% (n = 340,000); MBP-C-LANA/FAM-LBS DNA binding, fluorescence polarization;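 active = highest replicate inhibition at or above 60% at 9 µM, even if other replicates fall short; inactive = all replicates below 60% inhibition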;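 also: 0% = neutral control wells and 100% = 4 µM acridine orange control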
DAGLB inh – blocks human DAGLB lipase activity. Q8NCG7. HEK293T DAGLB membrane lysate, EnzChek fluorogenic substrate. inhibition, % at 5.17 µM. actives 0.059% (n = 340,000). AID 504411; in the data active = inhibition above about 34%;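 also: 0% = enzyme with vehicle and 100% = wells lacking enzyme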
Keap1 Nrf2 FP – Keap1-Nrf2 (human) interaction inhibition; Q14145; actives 0.15% (n = 340,000); Keap1 Kelch-Nrf2 peptide fluorescence polarization, 1536-well; inhibition, % at 9.4 µM; in the data active = inhibition above about 12%;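 also: human Keap1 Kelch domain with fluorescein labeled Nrf2 9mer peptide probe; 0% = neutral control wells and 100% = peptide positive control; higher means more block of Keap1 binding to Nrf2 peptide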
Target sequence (Q14145 whole entry, looked up, the tested form may be a part): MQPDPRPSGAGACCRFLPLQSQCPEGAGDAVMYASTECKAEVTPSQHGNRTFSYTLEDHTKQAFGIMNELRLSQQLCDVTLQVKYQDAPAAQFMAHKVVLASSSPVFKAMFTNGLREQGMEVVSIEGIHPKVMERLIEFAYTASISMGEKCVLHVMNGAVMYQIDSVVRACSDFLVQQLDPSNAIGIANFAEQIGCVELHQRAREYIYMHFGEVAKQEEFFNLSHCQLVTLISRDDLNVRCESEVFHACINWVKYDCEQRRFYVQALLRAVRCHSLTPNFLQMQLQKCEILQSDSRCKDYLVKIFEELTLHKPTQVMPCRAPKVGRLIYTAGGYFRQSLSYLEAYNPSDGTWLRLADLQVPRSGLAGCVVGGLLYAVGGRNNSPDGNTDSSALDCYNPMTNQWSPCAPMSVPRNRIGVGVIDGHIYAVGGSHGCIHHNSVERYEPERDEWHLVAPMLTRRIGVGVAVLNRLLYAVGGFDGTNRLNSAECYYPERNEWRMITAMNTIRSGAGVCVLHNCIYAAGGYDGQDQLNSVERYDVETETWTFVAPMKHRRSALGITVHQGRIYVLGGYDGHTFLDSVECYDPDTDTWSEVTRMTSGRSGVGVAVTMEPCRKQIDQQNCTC
cardiac RTF act – cardiac RTF calcium sensitization | P19429+P45379 | IANBD-labeled TnC RTF fluorescence at EC20 calcium; 0% EC20 calcium, 100% full calcium | activation, % at 7.2 µM | actives 0.24% (n = 340,000);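 active = activation above the mean over all tested compounds plus 3 SD, cut at about 30% in these data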;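 also: rise in fluorescence read as greater calcium sensitivity of cardiac thin filaments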
CAL PDZ FP-2 – blocks peptide binding to the human CAL PDZ domain. purified CAL PDZ, TMR-peptide fluorescence polarization, 1 h. actives 0.92% (n = 300,000). inhibition, % at 24.9 µM. AID 602252. Q9HD26;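 active = mean inhibition of at least 30% with at least half of replicates also reaching 30%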;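 also: 0% = DMSO neutral control and 100% = excess unlabeled competitor peptide PRC23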
PKA-R2B act – activates the human PKA-R2B holoenzyme complex. AID 504700. activation, % at 11.4 µM. actives 0.079% (n = 340,000). PKA-R2B holoenzyme dissociation, Cy5-IP20 fluorescence polarization; R2B truncated from residue 108, S112A mutant; 0% DMSO only, 100% 113 µM cGMP;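 active = activation above a cutoff set at the mean over all compounds plus 3 SD, cut at about 18% in these data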;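 also: higher means more holoenzyme dissociation and a rise in polarization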
Target sequence (P31323 whole entry, looked up, other chains not shown, the tested form may be a part): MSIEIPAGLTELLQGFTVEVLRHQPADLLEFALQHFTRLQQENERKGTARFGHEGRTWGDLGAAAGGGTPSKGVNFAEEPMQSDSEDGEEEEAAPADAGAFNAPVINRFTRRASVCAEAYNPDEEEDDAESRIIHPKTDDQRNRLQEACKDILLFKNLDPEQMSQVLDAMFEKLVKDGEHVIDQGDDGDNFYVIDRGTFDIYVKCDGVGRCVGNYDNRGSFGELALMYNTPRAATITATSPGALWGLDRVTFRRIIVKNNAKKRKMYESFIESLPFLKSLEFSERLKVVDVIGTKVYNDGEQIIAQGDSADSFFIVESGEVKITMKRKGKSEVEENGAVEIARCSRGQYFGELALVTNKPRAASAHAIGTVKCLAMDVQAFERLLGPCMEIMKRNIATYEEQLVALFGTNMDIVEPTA
Rtt109 Vps75 – inhibitors of Candida albicans Rtt109/Vps75 histone acetyltransferase | inhibition, % at 34.9 µM | purified Rtt109/Vps75, ThioGlo CoA-SH fluorescence, 4 h | actives 0.16% (n = 330,000) | Q5AAJ8 | AID 540336;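 active = inhibition of at least 50% in every replicate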
SR-BI DiI-HDL act – activators of SR-BI mediated HDL lipid uptake; actives 0.096% (n = 320,000); CHO ldlA[mSR-BI] cells, DiI-HDL uptake fluorescence, 3 h; 100 = double the neutral-control signal; activation, % at 12.5 µM;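 active = mean replicate activation of at least 60% and every replicate at or above 60%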;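 also: 0% = median plate neutral-control signal and 100% = twice that signal; values of inactives mirror those of a sister screen read the other way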
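system = CHO ldlA[mSR-BI] cells, LDL receptor-null, SR-BI overexpressing | medium = Ham's F12 with 0.5% BSA, HEPES 25 mM, pH 7.4 | probe or stimulus = DiI-HDL 10 µg/mL | compound dosing = single-point compound dose | incubation = compound exposure 3 h, 37 °C | technique = DiI fluorescence, bottom read | read-out = cell-associated DiI fluorescence as measure of HDL uptake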
Cardiac RTF inh – cardiac RTF calcium desensitization; AID 493244; actives 0.12% (n = 340,000); inhibition, % at 7.15 µM; IANBD-labeled cardiac RTF, Ca2+ fluorescence; P19429+P45379;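 active = inhibition above the mean inhibition of all tested compounds plus 3 SD, cut at about 17% in these data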;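 also: assay run at fixed EC70 calcium of 1.6 mM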
Starred values were filed as active, the others as inactive; . = no result given.

SMILES | CAL PDZ FP-1 | C-LANA FP | DAGLB inh | Keap1 Nrf2 FP | cardiac RTF act | CAL PDZ FP-2 | PKA-R2B act | Rtt109 Vps75 | SR-BI DiI-HDL act | Cardiac RTF inh
O=C(NC1CCCCC1)C(c1ccc2ncccc2c1)N(Cc1ccc(F)cc1)C(=O)c1ccc2c(c1)OCCO2 (centres undefined) | 1.4 | -0.5 | 3.5 | 1.6 | 5.9 | 1.2 | 5.2 | 23.6 | 7.2 | -3.4
CCCCNC(=O)c1nn2c(C(F)(F)F)cc(-c3ccccc3)nc2c1Br | -0.7 | 2.1 | -11.7 | -0.3 | -2.0 | 2.2 | -6.8 | -0.6 | -25.4 | 0.1
COc1ccc(CCN2C(=O)CC(Cc3cccc(C)c3)C2=O)cc1OC (centres undefined) | -1.3 | -0.6 | -1.6 | -2.4 | 1.8 | -2.1 | -1.4 | -6.0 | 0.3 | -4.6
O=C(CSc1nc2ccccc2[nH]1)c1cccs1 | -1.3 | -1.0 | 1.3 | -3.1 | 1.1 | 1.5 | 3.9 | -2.4 | 16.2 | 3.5
C/C(=N\Nc1nc(C)cc(-c2ccccc2)n1)c1ccc(O)cc1 | -0.4 | 5.6 | -1.8 | -0.5 | -0.4 | -0.4 | -3.2 | 1.7 | -53.8 | -2.6
COc1ccc2c(c1)c1nc3n(c(=O)c1n2CC(=O)Nc1ccccc1)CCS3 | -1.5 | 0.6 | -0.7 | 0.2 | -4.5 | -2.9 | -1.2 | 0.7 | 4.9 | -5.9
Nc1ccc(-c2nc3ccccc3[nH]2)cc1 | 0.3 | -0.4 | 1.8 | -3.9 | 2.8 | . | 0.2 | -0.8 | 6.3 | -1.8
CC(=O)Nc1ccc(NC(=O)CS(=O)(=O)c2cn(CC(=O)N3CCCCC3)c3ccccc23)cc1 | -2.0 | 0.4 | 2.6 | -3.0 | -0.7 | 3.2 | 0.6 | 2.1 | -53.0 | -6.9
COCCNC(=S)NNc1ccccc1[N+](=O)[O-] | 0.0 | 0.1 | 2.4 | -2.3 | 0.6 | 6.5 | -9.6 | 12.6 | -5.2 | 1.0
COc1ccc(N=Cc2c(O)c3ccccc3n2C(C)=O)cc1 | -2.1 | -3.9 | -4.8 | -13.1 | 16.2 | -2.7 | -2.7 | 8.6 | . | -15.9
CSCC[C@H](NC(=O)[C@@H]1Cc2ccccc2CN1)C(=O)Nc1ccc2c(c1)OCCO2 | -2.9 | -0.5 | -1.4 | 6.0 | 1.2 | -4.2 | -8.6 | -4.0 | 16.1 | -0.5
Cc1nn(CC2CC2)c(=O)n1N(C)c1ncc(C(F)(F)F)cc1Cl | -1.7 | -0.6 | 0.6 | -2.4 | 14.1 | 4.0 | 1.4 | 2.7 | 5.6 | -4.3
CC(O)CNc1nc2c(c(=O)n(C)c(=O)n2C)n1Cc1cccc(C(F)(F)F)c1 (centres undefined) | -0.4 | 1.8 | -2.5 | -0.7 | -1.5 | -0.6 | -4.9 | 18.8 | -1.3 | -24.5
CCS(=O)(=O)N1CCCC(C(=O)NCc2ccccc2Cl)C1 (centres undefined) | -0.8 | 0.6 | -0.2 | -0.9 | 3.3 | -5.1 | -6.6 | -12.2 | 12.5 | -10.5
Cc1cnc(C(=O)OCC(=O)NC2CCCC(C)C2C)cn1 (centres undefined) | . | 0.8 | -2.3 | 0.0 | -4.8 | -1.3 | 2.6 | 9.0 | 18.2 | -25.3
O=C(Nc1nccs1)c1ccc(COc2ccccc2Cl)o1 | -2.7 | 0.2 | -4.6 | -0.8 | 0.6 | -1.8 | -6.8 | 1.3 | -11.2 | -6.3
Cc1ccccc1CN(CC1CCC(C(=O)O)CC1)C(=S)Nc1ccccc1F (centres undefined) | -0.3 | -0.9 | 0.7 | -0.3 | 3.2 | . | -1.7 | 9.4 | -4.3 | 4.6
Cc1cccn2c(=O)c(C=O)c(N3CCN(C)CC3)nc12 | -0.2 | -0.8 | -1.2 | -0.3 | -1.7 | . | -14.7 | -6.3 | 17.8 | -6.9
CC(C)(C)c1ccc(-n2nc(C#N)c(Cl)cc2=O)cc1 | -1.2 | 0.3 | . | -4.4 | . | 5.0 | . | -13.3 | -15.3 | .
CC(=O)c1ccccc1NC(=O)C1CC(=O)N(c2ccc3c(c2)OCCO3)C1 (centres undefined) | -0.9 | -0.2 | -3.1 | 6.2 | 3.1 | 13.8 | -3.6 | -4.7 | 13.8 | -2.1
Cc1nnc(SCC(=O)Nc2cccc(Br)c2)s1 | 0.0 | 0.0 | -0.2 | 0.4 | -0.8 | -0.7 | 4.2 | -1.6 | 22.7 | 4.2
O=C(COc1cc(F)ccc1[N+](=O)[O-])Nc1ccc(N2CCCCC2)cc1 | -1.8 | -2.0 | -3.4 | 0.0 | -10.2 | -4.4 | -3.2 | 8.1 | -48.0 | -3.5
C=CC[C@@H](CC(=O)N[C@H](CO)Cc1ccccc1)C(=O)N[C@@H](COC(=O)[C@@H](CC=C)CC(=O)OC(C)(C)C)Cc1ccccc1 | 0.0 | -2.2 | -4.7 | -0.8 | -5.2 | -2.1 | -9.7 | -8.3 | -28.7 | -5.3
CN(C)S(=O)(=O)N1CCC(Oc2ccc(C(=O)NCC(C)(C)CO)cc2)CC1 | -2.6 | -3.0 | 2.3 | 3.2 | -2.2 | -3.7 | 0.6 | -11.1 | -2.3 | 3.0
CCOC(=O)CCNC(=O)N1CCCC(N(C)CCc2ccccc2)C1 (centres undefined) | -0.7 | 2.0 | -1.3 | -5.9 | -4.4 | -5.4 | -6.4 | -0.9 | 30.0 | -6.9
CCN(C(=O)CSc1ncnc2c1cnn2-c1ccccc1)C1CCS(=O)(=O)C1 (centres undefined) | 0.0 | . | -2.4 | . | 2.1 | 1.7 | -11.3 | . | 13.0 | -10.4
COC(=O)c1ccc(/C=N/NC(=O)c2cccc(F)c2)cc1 | -0.8 | -0.2 | -1.6 | -9.0 | 1.0 | . | 2.9 | -9.3 | . | -9.1
CCc1cccc(NC(=O)Cc2ccc([N+](=O)[O-])cc2)c1 | -0.1 | 0.6 | -4.2 | -0.1 | 3.7 | 6.5 | -4.8 | 4.6 | 9.3 | 8.1
COc1ccc(-c2nn(-c3ccccc3C)cc2CNCc2cccnc2)cc1F | -0.8 | -1.6 | 1.6 | -4.5 | 0.6 | -6.1 | -5.1 | 5.2 | -2.8 | 6.6
Cn1nc(C(=O)N2CCN(c3ccc(Cl)cc3)CC2)c2c1-c1ccccc1S(=O)(=O)C2 | -0.8 | 0.4 | 3.7 | 6.8 | -2.4 | 4.9 | 3.0 | 3.9 | -13.5 | -3.7
COCCn1c(C)cc(C(=O)CSc2nc3ccccc3s2)c1C | -1.2 | -1.4 | -2.1 | -2.8 | -11.4 | 2.8 | -3.8 | -4.3 | -26.2 | -10.3
Cc1ccc(-c2nc(N)sc2CC(=O)OCC(=O)NCCC(C)C)cc1 | -0.9 | 2.4 | 2.4 | 0.5 | 15.7 | -2.9 | -4.8 | 4.4 | -2.3 | -2.1
C=CCn1c(SCC(=O)NC(=O)NCc2ccco2)nc2sc(CC)cc2c1=O | -2.7 | -0.6 | 4.3 | 1.7 | 6.3 | -3.9 | 2.2 | -1.3 | -4.2 | 2.3
CCOc1ccccc1C(=O)Nc1cc(Cl)ccc1O | -0.6 | -0.6 | -1.6 | -5.1 | -6.3 | -4.1 | 4.1 | 13.3 | -86.0 | 4.8
CC(C)CC(=O)c1c[nH]c(C(=O)NCCCN2CCOCC2)c1 | 0.1 | 0.5 | -2.0 | -2.9 | 0.1 | -3.0 | -10.2 | -9.1 | -18.4 | 0.2
CC(C)COC(=O)c1cccc2c1-c1ccccc1/C2=N\O | -0.9 | -0.8 | -9.7 | -1.7 | -1.1 | -1.9 | 10.5 | -19.7 | 8.5 | 8.6

Among those listed so far, 2 contain bromine.
SMILES | CAL PDZ FP-1 | C-LANA FP | DAGLB inh | Keap1 Nrf2 FP | cardiac RTF act | CAL PDZ FP-2 | PKA-R2B act | Rtt109 Vps75 | SR-BI DiI-HDL act | Cardiac RTF inh
CCCCNC(=O)c1nn2c(C(F)(F)F)cc(-c3ccccc3)nc2c1Br | -0.7 | 2.1 | -11.7 | -0.3 | -2.0 | 2.2 | -6.8 | -0.6 | -25.4 | 0.1
Cc1nnc(SCC(=O)Nc2cccc(Br)c2)s1 | 0.0 | 0.0 | -0.2 | 0.4 | -0.8 | -0.7 | 4.2 | -1.6 | 22.7 | 4.2

Carrying on.
SMILES | CAL PDZ FP-1 | C-LANA FP | DAGLB inh | Keap1 Nrf2 FP | cardiac RTF act | CAL PDZ FP-2 | PKA-R2B act | Rtt109 Vps75 | SR-BI DiI-HDL act | Cardiac RTF inh
O=C(NCc1cccnc1)/C(=C/c1ccc(-c2ccc(Cl)cc2)o1)S(=O)(=O)c1ccccc1 | -2.1 | 3.0 | 10.2 | -7.8 | -3.0 | . | -2.8 | 6.7 | -11.8 | -5.5
O=C(Nc1cccc2ncccc12)c1ccc(Cl)cc1 | -1.5 | 0.0 | 4.0 | -5.5 | 5.0 | 7.1 | -7.0 | -5.2 | -28.0 | 0.9
O=C(O)/C=C/C(=O)N1CCN(c2ccccc2F)CC1 | -0.7 | 0.8 | 2.3 | 1.3 | -2.5 | -1.9 | -11.5 | -1.7 | 17.3 | -10.5
CC(=O)Nc1csc2ccccc12 | -1.5 | -0.2 | -1.3 | -1.9 | 11.4 | -3.7 | 4.9 | -0.7 | 28.9 | -16.1
CCn1cc(C(=O)NCc2ccc3c(c2)OCO3)c(=O)c2cc(F)c(N3CCN(C(=O)c4ccco4)CC3)cc21 | -1.9 | -0.5 | 2.0 | -7.6 | -4.1 | -3.7 | 2.4 | 8.8 | -51.6 | -2.5
CC(C)c1ccc(OCc2ccc(C(=O)NN3CCN(C)CC3)o2)cc1 | -1.5 | 0.8 | -3.2 | -3.0 | -0.5 | -1.9 | -1.4 | . | 40.6 | -1.6
O=C(N=Nc1c(O)[nH]c2ccccc12)c1cccc(S(=O)(=O)N2CCCCC2)c1 | -2.6 | 0.0 | -0.6 | 5.2 | -3.5 | -2.0 | -1.8 | -3.1 | 37.1 | 15.1
COCCNC(=O)CCCCCNS(=O)(=O)c1ccc(C)cc1 | -2.2 | 1.4 | -2.1 | 0.3 | 2.0 | -2.3 | -6.7 | 3.4 | 23.3 | -1.9
COCCCN(C(=O)c1cc(Cl)nc2ccccc12)c1c(N)n(Cc2ccccc2)c(=O)[nH]c1=O | -3.6 | 1.3 | 4.5 | 1.9 | -1.2 | -2.1 | 7.3 | 11.1 | -46.0 | 0.4
O=C(O)c1ccc(CSCc2ccccc2Cl)o1 | 0.4 | 2.6 | 2.1 | 0.0 | -3.2 | 1.3 | -11.4 | 2.1 | 15.4 | -7.0

Screening data deposited in PubChem by several laboratories.
